KB-3-1 cytotox: KB-3-1 parental cell cytotoxicity. hit rate 1.4% among 400,000. KB-3-1 viability, CellTiter-Glo ATP luminescence, 72 h. AID 1347075. Potency, µM (highest dose often 46.1 µM), without a hit: at the top dose activity change, negative = cytotoxic, most hits filed as cytotoxic; further: potency means the concentration at half of the fitted maximal effect; on the % scale 0 is the no-effect control and ±100 the full control effect; nearly all actives have a fitted effect of over 60% in size
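Cytotoxicity in the drug-sensitive parental line KB-3-1 was scored as loss of CellTiter-Glo luminescence following 72 h incubation with compound. Values come from curve fitting of normalized concentration-response data.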
S2 tox: cell viability loss in ATXN counter-screen. S2 cells (HEK-293 line with an ATXN2-luciferase reporter) viability, CellTiter-Fluor protease fluorescence, 24 h. AID 651635. hit rate 0.49% among 400,000. Potency, µM (series often up to 56.7 µM), actives largely listed as cytotoxic; further: potency means the concentration at half of the fitted maximal effect; nearly all actives have a fitted effect of over 40% in size
HT1080-NT tox: kills 2HG-producing HT-1080-NT fibrosarcoma cells | AID 686970 | hit rate 1.6% among 360,000 | HT-1080-NT fibrosarcoma viability, CellTiter-Glo ATP luminescence, 48 h | Potency, µM (doses to about 46.1 µM), inactives show at the highest dose activity, negative = less viability, usual class: cytotoxic;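 further: NT is the 2HG producing partner of a matched IDH1 knockdown line; potency means the concentration at half of the fitted maximal effect; 0% = DMSO-treated cells and -100% = media-only wells without cells; nearly all actives have a fitted effect of over 55% in size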
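Toxicity toward the 2HG-producing NT line was scored as %Activity, normalised to DMSO and no-cell wells, from CellTiter-Glo luminescence after 48 hours' treatment.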
KB-V1 cytotox: KB-V1 MDR subline cytotoxicity; KB-V1 MDR cells viability, CellTiter-Glo, 72 h; hit rate 3.4% among 400,000; Potency, µM (top dose mostly 46.1 µM), for inactives: at the highest dose activity change, negative = cytotoxicity, hits mostly cytotoxic; further: potency means the concentration at half of the fitted maximal effect; on the % scale 0 is the no-effect control and ±100 the full control effect; nearly all actives have a fitted effect of over 60% in size
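Luminescent ATP read-out (CellTiter-Glo, 10 min) measures survival of drug-selected KB-V1 MDR cells after 72 h, 37 degrees C compound exposure. Medium: phenol-red-free DMEM, 10% FBS. Values from fitted concentration-response curves.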
HT1080 IDH1KD tx: kills HT-1080 cells with IDH1 knockdown; HT-1080 IDH1 knockdown viability, ATP luminescence, 48 h; Potency, µM (highest dose often 46.1 µM), inactives show top-dose activity, negative = toxicity, usual class: cytotoxic; hit rate 2% among 360,000; AID 686971;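 further: potency means the concentration at half of the fitted maximal effect; 0% = DMSO wells and -100% = cell-free medium wells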
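CellTiter-Glo luminescence after 48 h compound exposure at 37 degrees C of IDH1-knockdown HT-1080 cells in 5% FBS RPMI. %Activity scaled between DMSO wells and cell-free media wells, with curves fitted and assigned curve classes.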
ATXN2 expr inh: inhibitors of ATXN2 expression; Potency, µM (titrated, usually from 57 µM), without a hit: at the top dose activity change, negative = inhibition, hits mostly inhibitors; HEK-293 ATXN2-luciferase reporter, luminescence, 24 h; hit rate 0.72% among 360,000; AID 1745845; further: potency means the concentration at half of the fitted maximal effect; on the % scale 0 is the no-effect control and ±100 the full control effect; nearly all actives have a fitted effect of over 55% in size
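ATXN2-luciferase reporter cells (luciferase flanked by upstream and downstream ATXN2 gene portions) were treated 24 h at 37 °C with compounds at up to 57 uM. SteadyGlo luminescence gave expression; GF-AFC fluorescence gave viability.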
SW480 rereplic: induces DNA re-replication in SW480 colon adenocarcinoma cells; SW480 DNA re-replication, Hoechst DNA content imaging, 48 h; Potency, µM (titrated, usually from 46.1 µM), without a hit: top-dose re-replication activation, actives largely listed as activators; hit rate 1.8% among 340,000; AID 624297; further: potency means the concentration at half of the fitted maximal effect; % of control where 0% means no effect; nearly all actives have a fitted effect of over 55% in size
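Readout is total intensity of Hoechst-stained nuclei, excited at 405 nm and collected at 500-530 nm. Compound treatment lasted 48 hr at 37 C in 5% CO2 before staining.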
IL1B secr inh: inhibitors of inflammasome signaling (IL-1 beta secretion); activity change, % at 57.5 µM; hit rate 4.7% among 360,000; THP-1 LPS/ATP IL-1B secretion, AlphaLISA, 16 h; stronger effect = lower value; in the data active means activity change below about -50%; inconclusive means mostly about -30% to -49%; further: on the % scale 0 is the no-effect control and ±100 the full control effect
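Secreted IL-1B measured by AlphaLISA bead assay after 16 h compound exposure of THP-1 cells; compounds (final up to 57.5 uM) added 1 h before LPS (250 ng/mL) and ATP (1.25 mM) stimulation; lower signal means less secretion.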
MCF10A rerep: DNA re-replication induction in MCF 10a cells. MCF 10A DNA re-replication, Hoechst nuclear intensity, 48 h. Potency, µM (doses to about 46.1 µM), without a hit: at the top dose activity, positive = re-replication, actives largely listed as activators. hit rate 2.9% among 350,000. AID 624296; further: potency means the concentration at half of the fitted maximal effect; % of control where 0% means no effect; nearly all actives have a fitted effect of over 50% in size
Numbers without * were called inactive; i = inactive; ? = inconclusive; . = not tested or not shown; & = joins results of further samples; ! = repeats disagree; [ ] = another dose, or the depositor's remark. Unless noted, the call rests on the fitted dose curve; in most records, active means well fitted curve in the direction sought with a large enough effect; inconclusive means small, poorly fitted or top-dose-only effect, or another doubt; inactive means no such curve, though single readings can be large; an effect the other way counts as inactive or inconclusive. This is a random part of the collection. Share with any hit: about 11%.

Order of values: KB-3-1 cytotox	IL1B secr inh	ATXN2 expr inh	MCF10A rerep	HT1080 IDH1KD tx	S2 tox	KB-V1 cytotox	SW480 rereplic	HT1080-NT tox
CCOc1ccc(/C(O)=C2/C(=O)C(=O)N(CCCN3CCOCC3)C2c2ccc(C)cc2)cc1C (stereo not given)
  6%	6	2%	3%	1%	i	2%	?	1%
CCOC(=O)N1CCC(NC(=O)c2ccc3c(c2)N(Cc2cc(C)ccc2C)C(=O)c2ccccc2S3=O)CC1 (stereo not given)
  ?	.	-19%	.	.	i	?	.	.
O=C(Nc1cccc(Cl)c1)c1csc(-c2ccccc2)n1
  -20%	-6	43%[activator]	20%	11%	i	2%	-13%	?
O=C1C=C(c2ccccc2Oc2ccccc2)C[C@@H](c2ccc(F)cc2)C1
  -2%	-25	-19%	.	?	i	0%	.	?
CC(CO)(CO)NC(=O)c1ccc(=O)[nH]n1
  7%	1	14%	22%	2%	i	9%	5%	0%
COc1ccc(OC)c(Cc2nnc(CCC(=O)NC3CCCCCCC3)o2)c1
  -1%	-9	59%[activator]	4%	2%	i	0%	-3%	-9%
CCn1cc([N+](=O)[O-])c(C(=O)N2N=C(c3ccc(OC)cc3OC)CC2c2ccccc2O)n1 (stereo not given)
  25%	-2	-5%	24%	-4%	i	?	?	-8%
Cc1cc(Nc2ccc(Cl)cc2)nc(-c2ccccc2O)n1
  -9%	-23	.	?	?	?	-12%	?	?
COc1cccc(OCc2cc(C(=O)N(C)Cc3nc(C)cs3)no2)c1
  -4%	-2	73%[activator]	7%	13%	i	?	4%	11%
COC(=O)C1CCN(S(=O)(=O)Cc2ccccc2)CC1
  4%	0	-4%	-6%	10%	i	-17%	-10%	15%
CC1(C)CC2(CCO1)C(Nc1ccccc1)=NC(=S)N2CC(N)=O (stereo not given)
  1%	5	.	-2%	5%	i	21%	-14%	5%
CCn1cc(CCC(=O)NC2CCCC2)c2ccccc21
  8%	-9	-11%	2%	13%	i	3%	5%	?
Cc1cccn2c(=O)c3cc(C(=O)NC4CCCCCC4)sc3nc12
  -15%	14	-7%	?	-3%	.	-13%	20%	-5%
O=C(OCn1ncc(Cl)c(Cl)c1=O)c1ccccc1Cl
  3.7µM*	-97*	?	5.8µM*	5.8µM*	.	?	7.3µM*	7.3µM*
COc1ccccc1C(=O)N/N=C(\C)CC(=O)Nc1ccc(Cl)cn1
  9%	-2	-23%	?	2%	i	-10%	?	2%

(continued)
Order of values: KB-3-1 cytotox	IL1B secr inh	ATXN2 expr inh	MCF10A rerep	HT1080 IDH1KD tx	S2 tox	KB-V1 cytotox	SW480 rereplic	HT1080-NT tox
CC1CCCC(C)N1c1nnc(NC(=O)c2cc(-c3ccc(Br)cc3)on2)s1 (stereo not given)
  0%	4	-2%	32%	12%	i	-1%	-11%	9%
Cc1nnc2c(SC(C)C)nc3ccccc3n12
  ?	-14	.	12%	?	i	?	6%	?
CCn1cc(Cl)c(C(=O)Nc2ccccc2C(N)=O)n1
  2%	-10	17%	7%	-4%	i	-14%	-10%	-4%
O=C(COC(=O)CCc1nc2ccccc2n1-c1ccccc1)Nc1cccc(Cl)c1
  8%	-8	-6%	15%	-1%	i	-18%	-5%	-6%
COc1ccc(C)cc1NC(=O)C1CCCN(S(=O)(=O)c2cnc[nH]2)C1 (stereo not given)
  -1%	-2	6%	19%	4%	i	0%	-3%	7%
CCCOC(=O)c1ccc(NC(=O)C(CC)CC)cc1
  -3%	-10	42%[activator]	17%	15%	i	-2%	3%	9%
COc1cc([N+](=O)[O-])ccc1N1C(=O)CC(Sc2nccc(C)n2)C1=O (stereo not given)
  8%	11	.	-3%	2%	i	6%	-6%	7%
Cc1oc(-c2ccc(F)cc2)cc1-c1nn2c(-c3ccoc3C)nnc2s1
  0%	45	-11%	?	18%	i	0%	-17%	14%
CCN(CC)c1ccc(-c2nc(-c3ccccc3C)no2)cc1[N+](=O)[O-]
  -1%	.	2%	.	.	i	15%	.	.
CN1CCN(NC(=O)CN2C(=O)S/C(=C\c3c(Cl)cccc3Cl)C2=O)CC1
  1%	-12	-16%	-8%	-14%	i	-1%	-4%	-6%
COc1cccc(-c2cccc(-c3nc(C(=O)Nc4ccc(-c5ccccc5)cc4)cc4c3[C@H](CCO)N(S(=O)C(C)(C)C)C4)c2)c1 (stereo not given in full)
  0%	?	?	.	?	i	17%	.	?
CCOC(=O)c1ccc(NC(=S)NCc2ccco2)cc1
  5%	-6	-17%	-2%	2%	i	9%	6%	0%
CC(=O)Nc1ccc(C(=O)COC(=O)c2cccs2)c(F)c1
  -6%	0	.	7%	-4%	i	-13%	-10%	2%
CC(CCc1ccccc1)NC(=O)COC(=O)c1ccccc1Br (stereo not given)
  6%	-4	.	-11%	6%	i	0%	-8%	11%
COc1ccc2cc(C(c3nnnn3C3CCCC3)N3CCCCCC3)c3nnnn3c2c1 (stereo not given)
  7%	4	-16%	3%	1%	?	1%	2%	0%

Further entries follow:
Order of values: KB-3-1 cytotox	IL1B secr inh	ATXN2 expr inh	MCF10A rerep	HT1080 IDH1KD tx	S2 tox	KB-V1 cytotox	SW480 rereplic	HT1080-NT tox
Cc1ccc(NC(=O)CN(C)C(=O)c2cc(-c3ccco3)nc3ccccc23)cc1
  2%	-3	-17%	?	-4%	i	-6%	-108%[inhibitor]	-1%
O=C(CSc1n[nH]c(=O)[nH]c1=O)NC1CC1
  0%	14	.	2%	7%	i	2%	-160%[inhibitor]	1%
COc1cc(C(=O)NCCNc2nc3cc(C)ccc3cc2C#N)cc(OC)c1OC
  -7%	11	.	11%	0%	?	-6%	0%	-2%
CCOc1cccc(CNc2ccc(O)cc2)c1OCc1ccccc1Cl
  -21%&-18%	-5	11µM*!	?	?	13µM*!	-13%&-7%	?	?
Cc1[nH]c2ccc(C(=O)NC3CCCC3)cc2c1C
  -11%	0	16%	6%	-2%	i	-10%	2.6µM*	-3%[9.24 µM]
CCC(=O)NC(c1ccco1)c1cc(Br)c2cccnc2c1O (stereo not given)
  -1%	.	5µM*	.	.	?	-1%	.	.
N/C(=N\OC(=O)c1ccc(Cl)cc1)c1[nH]ncc1Br
  2%	-10	.	1%	-5%	i	6%	-2%	-15%
CC(C)C1Cc2c(sc3c2c(=O)n(-c2ccccc2)c2n[nH]c(=S)n32)CO1 (stereo not given)
  -2%	14	.	-5%	0%	i	-7%	-9%	4%
CCN(C(=O)CCS(=O)(=O)c1ccc(Br)cc1)c1ccc2c(c1)OCO2
  -1%	-7	0%	0%	6%	i	-19%	-5%	0%
Cn1nc(C(F)(F)F)cc1-c1ccc(/C=C(\C#N)C(=O)c2cccc(C(F)(F)F)c2)s1
  9%	34	8%	27%	7%	i	9%	-90%[inhibitor]	4%
O=C(CN1CCN(S(=O)(=O)c2ccc(F)cc2)CC1)NCC1(N2CCOCC2)CCCCC1
  -11%	1	5%	-1%	-10%	i	2%	-2%	17%
O=C(COc1cc(Cl)ccc1Cl)Nc1ccc2c(c1)CCC2
  -2%	-15	-11%	-16%	12%	i	-12%	6%	15%
CC(NC(=O)C(=O)NCCc1c[nH]c2ccccc12)c1ccccc1 (stereo not given)
  -1%	-1	3%	4%	3%	i	-1%	1%	5%
Cc1cc(C)cc(NC(=O)CSc2nccn2-c2ccccc2)c1
  -3%	.	-18%	.	.	i	?	.	.
CCc1cccc(CC)c1NC(=O)COC(=O)Cc1ccsc1
  -13%	-10	0%	0%	2%	i	-8%	-7%	-9%

Later entries.
Order of values: KB-3-1 cytotox	IL1B secr inh	ATXN2 expr inh	MCF10A rerep	HT1080 IDH1KD tx	S2 tox	KB-V1 cytotox	SW480 rereplic	HT1080-NT tox
COc1ccc(/C=N/NC(=O)c2nnn(-c3nonc3N)c2C)cc1OC
  -1%	-4	.	.	16%	?	19%	.	19%
O=C1c2ccccc2C(=O)C1Cc1cccc2ccccc12
  0%	15	1%	0%	4%	i	0%	4%	?
COc1cc(Br)ccc1C1C(C(=O)Nc2ccc(C)cc2C)=C(C)Nc2nnnn21 (stereo not given)
  0%	.	?	.	.	?	9%	.	.
COc1ccc(Cl)cc1NC(=O)CN(C)C(=O)COc1ccccc1F
  -5%	32	.	-3%	-2%	i	-2%	-4%	-10%
O=C1Nc2ccccc2O/C1=C\c1c(F)cccc1Cl
  -1%	35	.	?	?	i	5%	?	?
O=C(CSc1nnc(-c2ccccc2F)o1)Nc1cccc(C(F)(F)F)c1
  5%	.	53%[activator]	.	.	i	6%	.	.
O=S(=O)([N-]c1nc2ccccc2nc1-[n+]1ccc(-c2ccncc2)cc1)c1ccccc1
  11%	19	17%[11.3 µM]	-10%	11%	i	4%	-6%	14%
COc1ccc(N(C(=O)c2snc(C(N)=O)c2N)C(C(=O)NCc2ccccc2)c2ccc(F)cc2)c(OC)c1 (stereo not given)
  -15%	?	-12%	?	?	i	24%	?	?
CSCCC(C(=O)Nc1c(C)cccc1C)N1CCN(c2ccc(F)cc2)CC1 (stereo not given)
  0%	9	-9%	.	-5%	i	-11%	.	15%
CCC(=O)Nc1cccc(-n2nnnc2SCC(=O)NCc2ccco2)c1
  0%	7	8%	-4%	8%	i	18%	-8%[9.22 µM]	7%
O=C(c1noc2c1CCCC2)N1CCCC(N2CCN(c3ccccc3F)CC2)C1 (stereo not given)
  -4%	0	-4%	19%	12%	i	14%	-20%	0%
CCc1onc(C)c1C(=O)Nc1ccc2c(c1)OCO2
  18%	-6	-12%	-3%	-5%	i	8%	-17%	-9%

Source: PubChem (National Center for Advancing Translational Sciences (NCATS))
